Bioassay records from PubChem.
Epigenetic reg – Quantitative High-Throughput Screen for Regulators of Epigenetic Control. murine LDR cells, GFP reporter derepression, 30 h. Potency, µM (series often up to 53.9 µM), for inactives: at the top dose GFP activation, most hits filed as activators. actives 0.2% (n = 280,000). AID 1865, 2009; note: % of control where 0% means no effect; nearly all actives have a fitted effect of over 60% in size
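In this reporter-derepression format, murine cells bearing a silenced integrated CMV-GFP locus incubate with test compound (30 h, 37 C), then are washed and imaged; fluorescent objects of 20–120 um count as induced cells.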
ALDH1A1 block – qHTS Assay for Inhibitors of Aldehyde Dehydrogenase 1 (ALDH1A1); AID 1030, 2008; Aldehyde dehydrogenase 1A1 (Homo sapiens), P00352; actives 7.3% (n = 220,000); Purified ALDH1A1, NADH fluorescence, propionaldehyde substrate; Potency, µM (top dose mostly 75.3 µM), inactives show at the highest dose activity, negative = inhibition, actives largely listed as inhibitors; active = well fitted inhibition curve with a large enough effect, not every such curve was filed as active; inconclusive = small, poorly fitted or top-dose-only effect, or another doubt; inactive = no such curve, though single readings can be large or run the other way;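 note: plate controls were no enzyme wells and a reference inhibitor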
Target sequence (P00352 whole entry, looked up): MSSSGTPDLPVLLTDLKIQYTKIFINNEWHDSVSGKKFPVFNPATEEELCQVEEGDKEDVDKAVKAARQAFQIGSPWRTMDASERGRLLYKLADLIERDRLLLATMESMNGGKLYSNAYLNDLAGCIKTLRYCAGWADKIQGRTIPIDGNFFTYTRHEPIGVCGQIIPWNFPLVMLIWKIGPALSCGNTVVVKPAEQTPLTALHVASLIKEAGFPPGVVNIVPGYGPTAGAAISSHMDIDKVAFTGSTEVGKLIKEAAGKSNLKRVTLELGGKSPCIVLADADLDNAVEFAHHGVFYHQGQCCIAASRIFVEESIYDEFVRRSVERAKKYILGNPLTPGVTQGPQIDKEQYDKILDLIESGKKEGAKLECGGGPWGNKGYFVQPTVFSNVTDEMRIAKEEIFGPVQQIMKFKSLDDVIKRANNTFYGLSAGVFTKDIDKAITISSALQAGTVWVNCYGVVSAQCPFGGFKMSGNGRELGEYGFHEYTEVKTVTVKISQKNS
NPSR antagonist – qHTS Assay for Antagonists of the Neuropeptide S Receptor: cAMP Signal Transduction | Q6W5P4 | Potency, µM (titrated, usually from 38.3 µM), for the others: at the top dose activity change, negative = inhibition, actives largely listed as inhibitors | CHO-NPSR cells, cAMP TR-FRET, antagonist mode | actives 1% (n = 220,000); note: % is set by controls: 0 for no effect and ±100 for the full control effect; nearly all actives have a fitted effect of over 50% in size; many of its hits are not listed in these tables
GAA glycogen mod – qHTS Assay for Inhibitors and Activators of Human alpha-Glucosidase Cleavage of Glycogen; AID 2100, 2009; recombinant GAA, glycogen substrate, Amplex Red glucose oxidase fluorescence; Potency, µM (doses to about 76.4 µM), for inactives: at the highest dose activity change, negative = inhibition, usual class: inhibitors; actives 0.38% (n = 300,000);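 note: 0% = full enzyme reaction and -100% = no-enzyme basal signal; the screen sought inhibitors and activators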
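Natural-substrate format: glycogen cleavage by 4 nM human enzyme, glucose read by Amplex Red coupling (Ex 573, Em 610 nm). Normalized to enzyme and no-enzyme controls.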
GAA spleen mod – qHTS Assay for Inhibitors and Activators of Human alpha-Glucosidase From Spleen Homogenate | human spleen homogenate, 4-MU-alpha-glucoside fluorescence | actives 0.006% (n = 240,000) | Potency, µM (titrated, usually from 79.9 µM), without a hit: at the top dose activity change, negative = inhibition, most hits filed as inhibitors | AID 2112, 2009;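 note: 0% = enzyme with vehicle and -100% = no enzyme basal signal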
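AC50 values come from Hill-equation fits of concentration-response data, normalized to no-enzyme and full-activity controls. Enzyme source: 1 ug human spleen homogenate; 1 mM fluorogenic 4-MU glucoside, pH 5.0 citrate buffer, 37 C, 40 min.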
aGal spleen mod – qHTS Assay for Inhibitors and Activators of Human alpha-Galactosidase From Spleen Homogenate | human spleen homogenate, 4MU-alpha-Gal fluorescence, 40 min | actives 0.008% (n = 240,000) | Potency, µM (titrated, usually from 80 µM), without a hit: top-dose activity change, negative = inhibition, usual class: inhibitors;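 note: 0% = enzyme with vehicle and -100% = no enzyme basal signal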
Target sequence (P06280 32-429 limits assumed): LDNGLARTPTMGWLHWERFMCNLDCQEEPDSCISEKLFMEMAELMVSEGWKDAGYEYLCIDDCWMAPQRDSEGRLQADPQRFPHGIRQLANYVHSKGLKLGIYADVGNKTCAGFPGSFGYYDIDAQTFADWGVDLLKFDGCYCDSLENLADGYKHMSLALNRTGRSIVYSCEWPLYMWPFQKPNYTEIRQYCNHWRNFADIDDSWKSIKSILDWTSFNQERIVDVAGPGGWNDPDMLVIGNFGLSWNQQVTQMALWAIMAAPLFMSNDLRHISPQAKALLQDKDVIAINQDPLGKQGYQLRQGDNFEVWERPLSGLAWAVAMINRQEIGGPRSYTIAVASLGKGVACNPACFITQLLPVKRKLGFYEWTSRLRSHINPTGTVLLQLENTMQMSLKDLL
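Human spleen homogenate (1 ug) as enzyme source, 4-methylumbelliferyl-alpha-D-galactopyranoside 1 mM final, citrate/phosphate pH 5.0 with 0.01% Tween-20. Compounds 40 min at 37C, NaOH/glycine stop; fluorescence Ex 365/Em 440, Hill-fit AC50.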
Tau fluor counter – Counterscreen qHTS for Inhibitors of Tau Fibril Formation, Fluorescence Polarization. tau K18 P301L Alexa594 fluorescence, heparin fibrillization. Potency, µM (titrated, usually from 57.7 µM), inactives show at the highest dose activity change, negative = decrease. actives 0.93% (n = 280,000). AID 1463, 2008; note: % is set by controls: 0 for no effect and ±100 for the full control effect; nearly all actives have a fitted effect of over 55% in size
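Human tau K18 P301L (15 uM unlabeled, 0.24 uM Alexa 594-labeled) in 100 mM sodium acetate pH 7 with 20 uM heparin, 6 hr at 37 C. ThT 30 uM added, 1 hr ambient; Alexa 594 FP and total fluorescence read at 555/632 nm.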
GAA inh – qHTS Assay for Inhibitors of Human alpha-Glucosidase as a Potential Chaperone Treatment of Pompe Disease; Lysosomal alpha-glucosidase (Homo sapiens), P10253; purified human GAA, 4-MU-alpha-glucoside fluorescence; Potency, µM (titrated, usually from 76.9 µM), without a hit: top-dose activity change, negative = inhibition, actives largely listed as inhibitors; actives 0.005% (n = 200,000); AID 1466, 2008;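 note: plate controls were uninhibited enzyme wells for no effect and no-enzyme background for full effect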
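Human alpha-glucosidase, 4 nM, pre-mixed with test compounds before 400 uM 4-methylumbelliferyl substrate; 20 min room temperature at pH 5.0. Fluorescence read after pH 10 stop; AC50 values from Hill-equation fits.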
Numbers without * were called inactive; u = inconclusive; x = not tested or not shown; & = joins results of further samples; [ ] = another dose, or the depositor's remark. Unless noted, calls come from the whole dose curve; as a rule, active = well fitted curve in the direction sought with a large enough effect; inconclusive = small, poorly fitted or top-dose-only effect, or another doubt; inactive = no such curve, though single readings can be large; an effect the other way counts as inactive or inconclusive. Potency is the fitted concentration of half-maximal effect. A portion of the library; the hit share may differ from the screen's.

SMILES	Epigenetic reg	ALDH1A1 block	NPSR antagonist	GAA glycogen mod	GAA spleen mod	aGal spleen mod	Tau fluor counter	GAA inh
O=C(CN(C1CCCCC1)S(=O)(=O)c1ccccc1)NCc1ccco1	-2.1%	u	-28.8%	-0.8%	-7.2%	11.5%	2.6%	-1.2%
CS(=O)(=O)N(CC(=O)NCC1CCCO1)c1cc(Cl)cc(Cl)c1 (stereo unspecified)	0.0%	5.9%	-6.5%[46.1 µM]	4.2%	-17.2%	-4.1%	-2.4%	1.3%
CCCCOc1ccc(OCCNS(=O)(=O)N(C)C)cc1	-0.9%	4.4%	-21.4%[46.1 µM]	0.5%	4.7%	6.2%	-5.4%	-7.2%
CC(C)(C)n1nnnc1C(c1ccncc1)N1CCCCCC1 (stereo unspecified)	0.0%	u	-6.8%[46.1 µM]	3.6%	3.2%	0.1%	-6.0%	8.2%
CCC(=O)NC(=S)Nc1ccc(NC(=O)COc2ccc(Cl)c(C)c2)cc1	0.0%	u	6.4%	6.1%	-6.5%	-11.3%	-18.9%	5.9%
CC(CCc1ccccc1)NC(=O)CN1CCN(Cc2ccc(Cl)cc2)C1=O (stereo unspecified)	-8.9%	-8.9%	-13.8%[46.1 µM]	-16.1%	3.5%	2.5%	-6.0%	-1.3%
CC(C)(C)[C@]1(O)CCN2C[C@H]3c4ccccc4CCc4cccc(c43)[C@@H]2C1	0.0%&4.2%	8.9%&-7.8%	-39.9%	5.7%	1.1%&2.1%	3.2%&8.8%	-9.6%&-17.2%	-7.6%[15.4 µM]
COc1cc(C(=O)Nc2c(C)cc(C)cc2C)c([N+](=O)[O-])cc1OC	0.0%	6.5%	3.9%	-3.1%	6.7%	-0.6%	12.0%	0.7%
O=C(NC1CCCCCC1)c1cc(-c2ccccn2)nc2ccccc12	16.4%	u	-17.5%	11.4%	-0.5%	-3.9%	-4.0%	-3.2%
Cc1noc(C)c1COC(=O)Cc1ccc(Cl)cc1	u	17.2%	-17.0%[46.1 µM]	-3.3%	-0.4%	2.5%	-7.1%	-1.2%
C=CCN1C(=O)C(CC(=O)Nc2ccc(OCCC)cc2)N(CCCN2CCN(Cc3ccccc3)CC2)C1=S (stereo unspecified)	5.0%	u	u	-14.9%	2.1%	10.2%	u	-1.9%
CCOC(=O)/C(=N\Nc1cc(C(F)(F)F)ccc1Cl)N(CC)CC	0.7%	0.9%	-19.4%[46.1 µM]	-26.5%	-12.6%	-12.7%	u	-10.2%
O=C(CSc1ccc(-c2ccc(Cl)cc2)nn1)N1CCCc2ccccc21	2.1%	-14.2%	-24.7%	2.5%	-7.0%	-2.7%	-19.5%	-22.9%
COCCNC(=S)Nc1ccc2nsnc2c1	0.0%	-6.4%	-12.6%	7.4%	-14.5%	-2.0%	-7.8%	7.5%
O=C(NCc1ccccc1)c1ccc(S(=O)(=O)C(F)F)cc1	-5.2%	-7.2%	-7.2%[46.1 µM]	1.8%	-6.1%	-10.4%	-4.3%	-1.7%
Cc1cc(C)cc(NC(=O)NN2C(C)CCCC2C)c1 (stereo unspecified)	-1.8%	7.4%	-5.4%	-2.2%	-7.0%	-4.4%	-1.6%	-6.5%
Cc1nc2c(C)cccc2cc1C(=O)N/N=C/c1ccc(C(=O)O)cc1	1.1%	-8.9%	-0.1%	13.1%	6.1%	1.2%	5.6%	u
O=C(Cn1cnc2ccc(Cl)cc2c1=O)c1cccs1	-1.3%	-1.9%	-0.9%[46.1 µM]	7.6%	3.3%	-5.5%	-10.2%	-4.3%
Cc1cc(C)c2nc(NC(=O)c3cc(C)on3)sc2c1	2.8%	u	-12.8%[46.1 µM]	7.5%	2.1%	7.9%	-17.4%	-3.0%
COc1ccccc1CCNS(=O)(=O)c1cn(C)c(=O)n(C)c1=O	-2.6%	x	9.4%	3.2%	4.0%	-0.3%	5.3%	x
CC(N=C1NS(=O)(=O)c2ccccc21)C(=O)N1CCc2ccccc2C1 (stereo unspecified)	-2.6%	-4.4%	-5.0%	9.3%	4.3%	-3.6%	-4.4%	13.9%
CCOC(=O)C1(CC2CC2)CCN(Cc2cnc(N(C)C)s2)CC1	2.0%	-6.8%	-11.9%	18.1%	-4.4%	2.3%	-8.1%	-4.3%
CCOC(=O)C(=Cc1cn(C)c2ccc(S(=O)(=O)N(C)C)cc12)C(=O)OCC	0.8%	u	6.0%	-10.1%	8.4%	0.7%	-3.2%	-11.8%
CC12C(=O)N(c3nccs3)C(=O)C1C1C=CC2C1 (stereo unspecified)	-0.8%	2.0%	3.0%[46.1 µM]	4.0%	6.7%	4.2%	-1.3%	-8.0%

One compound at a time, as listed above. Order of screens: Epigenetic reg | ALDH1A1 block | NPSR antagonist | GAA glycogen mod | GAA spleen mod | aGal spleen mod | Tau fluor counter | GAA inh
`COCCNC(=S)Nc1ccc2nsnc2c1` as listed: 0.0% | -6.4% | -12.6% | 7.4% | -14.5% | -2.0% | -7.8% | 7.5%
`O=C(Cn1cnc2ccc(Cl)cc2c1=O)c1cccs1` as listed: -1.3% | -1.9% | -0.9%[46.1 µM] | 7.6% | 3.3% | -5.5% | -10.2% | -4.3%
`CC(N=C1NS(=O)(=O)c2ccccc21)C(=O)N1CCc2ccccc2C1` (stereo unspecified) as listed: -2.6% | -4.4% | -5.0% | 9.3% | 4.3% | -3.6% | -4.4% | 13.9%
`O=C(CSc1ccc(-c2ccc(Cl)cc2)nn1)N1CCCc2ccccc21` as listed: 2.1% | -14.2% | -24.7% | 2.5% | -7.0% | -2.7% | -19.5% | -22.9%

More compounds follow:
SMILES	Epigenetic reg	ALDH1A1 block	NPSR antagonist	GAA glycogen mod	GAA spleen mod	aGal spleen mod	Tau fluor counter	GAA inh
CC(C)(C)C(=O)NC(=S)Nc1ccc(C(F)(F)F)cc1	4.0%	x	-39.6%	-8.1%	4.8%	-8.2%	-25.2%	x
COc1ccc(CCNC(=O)CN2C(=O)c3ccccc3S2(=O)=O)cc1OC	-1.0%	3.9%	2.6%[46.1 µM]	1.2%	-4.1%	-11.4%	-0.7%	-4.4%
COc1ccc(N=c2oc3c(OC)cccc3cc2C(=O)NCc2ccco2)cc1OC	12.6µM*	0.355µM*	-9.3%[46.1 µM]	2.5%	2.6%	3.8%	-12.3%	u
COc1ccc(Cn2nnnc2C(c2cccnc2)N2CCN(c3ccc(O)cc3)CC2)cc1 (stereo unspecified)	0.0%	u	-27.1%[46.1 µM]	u	4.6%	4.4%	-21.1%	2.6%
COC(=O)C/C=C/[C@@H](C)[C@H](NC(=O)OCC(Cl)(Cl)Cl)c1ccc2ccccc2c1	-1.6%	-7.1%	x	x	-5.8%	13.2%	-7.3%	x
O=C(O)CCC(=O)Nc1sc2c(c1C(=O)Nc1ccccc1)CCCCC2	-0.1%&-0.5%	u	-19.3%	3.3%	5.3%	-1.4%	-29.8%&-26.8%	1.6%
CCC(=O)N1CCc2cc(S(=O)(=O)NCCCN3CCN(Cc4ccccc4)CC3)ccc21	0.0%	17.8µM*	-0.9%[46.1 µM]	-21.2%	-11.8%	0.0%	-3.4%	2.7%
CN(C)CC(O)CN1C(=O)N(CN2C(=O)N(CC(O)CN(C)C)C(=O)C2(C)C)C(C)(C)C1=O (stereo unspecified)	-4.8%	13.8%	7.3%	9.2%	-1.8%	-10.4%	2.3%	u
Fc1ccc(NC(=S)N2CCCC2)cc1Cl	-0.8%	11.2%	20.4%	6.0%	6.8%	10.7%	3.5%	-1.9%
O=C(O)Cn1cnc2sc3c(c2c1=O)CCCC3	0.0%	u	-6.2%	15.5%	0.3%	2.9%	-8.4%	u
O=C(COC(=O)C1(c2ccc(F)cc2)CCCC1)Nc1ncc(C(F)(F)F)cc1Cl	1.1%	-7.2%	-39.9%	-13.7%	1.1%	3.2%	-22.3%	-8.5%
CCc1nnc(NC(=O)c2ccncc2)s1	-0.8%	7.2%	-5.9%[46.1 µM]	-0.9%	-9.4%	-0.8%	2.2%	0.3%

Epigenetic reg, entries above that show a hit
| compound | Epigenetic reg | ALDH1A1 block | NPSR antagonist | aGal spleen mod | GAA inh |
| --- | --- | --- | --- | --- | --- |
| COc1ccc(N=c2oc3c(OC)cccc3cc2C(=O)NCc2ccco2)cc1OC | 12.6µM* | 0.355µM* | -9.3%[46.1 µM] | 3.8% | u |

Continuation:
SMILES	Epigenetic reg	ALDH1A1 block	NPSR antagonist	GAA glycogen mod	GAA spleen mod	aGal spleen mod	Tau fluor counter	GAA inh
Cc1[nH][nH]c(=O)c1N=Nc1ccc(Cl)cc1	-0.1%	-2.5%	-8.1%	-0.4%	1.1%	2.9%	-15.4%	-3.4%
COc1ccc(NC(=O)Nc2nnc(-c3ccccc3F)s2)cc1	3.0%	8.1%	2.1%	-2.3%	2.7%	-2.9%	u	-1.6%
COc1nc(-c2ccccc2)ccc1-c1noc(-c2ccco2)n1	0.0%	u	-13.9%[46.1 µM]	-12.3%	4.0%	2.7%	-25.2%	-0.7%
COc1cc(-c2nc(S(=O)(=O)c3ccccc3)c(N3CCOCC3)o2)cc(OC)c1OC	-1.1%	10µM*	-21.2%[46.1 µM]	-0.5%	-5.6%	2.3%	-6.4%	1.5%
NC(N)=NCCN1CCCCCCC1	-1.3%	8.6%	x	x	-2.2%	6.5%	-4.6%	x
O=C(O)c1ccc(NS(=O)(=O)c2ccc3c(c2)C(=O)c2cc(S(=O)(=O)Nc4ccc(C(=O)O)cc4)ccc2-3)cc1	-8.1%	-1.4%	9.1%	u	-5.8%	3.7%	5.5%	-4.9%
O=C(C[n+]1cc(-c2ccc(Cl)cc2)n2c1CCC2)N1c2ccccc2Sc2ccccc21	-1.1%	-2.1%	-14.7%	18.2%	-2.2%	-1.7%	-6.6%	-2.7%
S=c1[nH]nc(-c2cc(-c3ccco3)[nH]n2)n1-c1ccccc1	0.0%	u	1.5%[46.1 µM]	-25.5%	-6.5%	3.8%	-6.0%	8.4%
